Screens from PubChem.
Pf apPOL block: Pf-apPOL inhibitors, biochemical, fluorescence | Plasmodium falciparum apicoplast DNA polymerase (apPOL) | Recombinant Pf-apPOL, molecular beacon fluorescence, 1.5 h | inhibition, % at 10 µM | actives 0.25% (n = 210,000) | AID 1794808, 2022
mHTT CaM bind: mutant huntingtin-calmodulin interaction inhibitors – biochemical, AlphaScreen, primary screen. actives 3.6% (n = 190,000). P42858. AlphaScreen His-mHTT/GST-CaM binding, luminescence. AID 1671202, 2021. inhibition, % at 15 µM;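 also: 0% = both proteins with DMSO and 100% = one protein alone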
* marks the source's active call; other numbers are inactive results; · = no result given; & = joins results of further samples. Rule as the data show it: active = inhibition above about 50%; inactive = the rest.

Compound | Pf apPOL block | mHTT CaM bind
Cc1ccccc1-c1nnn(CC(=O)NCCc2ccccc2)n1 | -6 | -2
CNc1nc(-c2ccccc2O)nc(-c2ccccc2O)n1 | -6 | 0
COc1ccc(-n2cnc(N=CN(C)C)c2C(=O)c2cccc([N+](=O)[O-])c2)cc1 | 14 | 12
COCCNC(=O)Cc1ccc(NC(=O)c2c(F)cccc2F)cc1 | -10 | -9
COc1ccc(OC)c(CNC(=O)C2CCCN(c3nnc4cccc(C)n34)C2)c1 (centres undefined) | -2 | 32
Cc1ccc(N2C=C(C#N)S(=O)(=O)c3ccccc32)cc1C | -1 | 4
COCCn1cc2c3c(cccc31)CN(C(=O)Nc1cc(F)cc(F)c1)CC2 | 0 | 2
COc1ccc(S(=O)(=O)N2CCC(c3nc4ccncc4n3CC(C)C)C2)cc1OC (centres undefined) | -7 | 5
Cc1cc(C)nc(NS(=O)(=O)c2ccc(NC(=O)c3sc4ccccc4c3Cl)cc2)n1 | 7 | 39
Cc1ccc(NC(=O)CSc2nnnn2CC(=O)O)c(C)c1 | -2 | 1
Brc1ccc2c(c1)CCCN2 | · | 10
CCCCn1cnc2oc(-c3ccccc3)c(-c3ccccc3)c2c1=N | -1 | 16
O=C(CCC1CCCN(C(=O)Nc2cccc(F)c2)C1)NCc1cccc(Cl)c1 (centres undefined) | -8 | 5
COc1cc(C(=O)Nc2ccc(S(=O)(=O)Nc3nccs3)cc2)cc(OC)c1OC | -12 | -1
CC1=C(C(=O)Nc2cc(C)ccn2)C(c2ccc(Br)cc2)C2=C(CCCC2=O)N1 (centres undefined) | -4 | 8
CCOc1ccc(C2C3CN(CC)CC=C3C(C#N)=C(N)C2(C#N)C#N)cc1 (centres undefined) | -2 | 5
Cc1nc(C)c(C(=O)N2CCN(c3ccc(N(C)C)nn3)CC2)s1 | 2 | 6
O=S1(=O)OC(c2ccc(O)c(Cl)c2)(c2ccc(O)c(Cl)c2)c2ccccc21 | · | 18
COc1ccc(CCNC(=O)c2ccc(CS(=O)(=O)Cc3cccc(C)c3)o2)cc1OC | -13 | 4
Cc1sc2nc(C3CC3)nc(N3CCN(C(=O)C4CCC4)CC3)c2c1C | -2 | 2
CCCCCNC(=O)C1CC(=O)N(CCc2c[nH]c3ccc(C)cc23)C1 (centres undefined) | 0 | 6
c1ccc(-c2nnc(SCc3nc4ccccc4[nH]3)o2)cc1 | -3 | -1
Cn1ccc2c(-c3ccc(CO)cc3)cc3c(c21)C1CCC3C1 (centres undefined) | -5 | 37
CC(=O)CC1(O)C(=O)Nc2ccc(F)cc21 (centres undefined) | -6&1 | ·
O=C(Nc1nnc(Cc2cccs2)o1)c1cc2cc([N+](=O)[O-])ccc2s1 | -11 | -8
CC(=O)N1c2ccc(S(=O)(=O)N(C)c3cccc(C)c3)cc2CC1C (centres undefined) | 1 | 7
S=C(N=S(c1ccccc1)c1ccccc1)Nc1ccccc1 | · | -7
CCNC(=O)C(=O)NCC1COC2(CCCCC2)O1 (centres undefined) | -3 | -6
Cn1nnnc1SCC(=O)Nc1ccccc1-c1ccccc1 | -8 | -1
N#Cc1c2n(c3c(=O)[nH]cnc13)CCCC2 | -3 | -2

A second format for some results above.
Below each compound: Pf apPOL block | mHTT CaM bind
CCNC(=O)C(=O)NCC1COC2(CCCCC2)O1 (centres undefined)
  -3 | -6
Cn1nnnc1SCC(=O)Nc1ccccc1-c1ccccc1
  -8 | -1

The results go on.
Compound | Pf apPOL block | mHTT CaM bind
CC1=C(C(=O)Nc2ccccn2)C(c2ccc(Br)cc2)n2ncnc2N1 (centres undefined) | -14 | -2
Cc1ccc(N(Cc2ccco2)S(=O)(=O)c2ccc([N+](=O)[O-])cc2)cc1 | 0 | 12
COCCC1CCN(C(=O)c2ccc(F)cc2)CC1 | -5 | -7
COc1cc2c(cc1OC)C(C(=O)N1CCCCCC1)C(c1ccccc1F)N(C)C2=O (centres undefined) | 0 | -5
O=C(O)CCN1C(=O)C2C3CC(C2C1=O)C1C(c2ccc(O)cc2)c2sc(=O)[nH]c2SC31 (centres undefined) | 2 | 10
O=C(CSc1nnnn1-c1ccccc1)Nc1ccccc1O | -8 | 3
CS(=O)(=O)N1CCCC(C(=O)N2CC(=O)Nc3ccccc32)C1 (centres undefined) | -5 | -18
O=[N+]([O-])c1ccccc1CN1CCCCCCC1 | -3 | -1
O=C(Nc1cc2ccccc2oc1=O)c1ccc(Cl)c([N+](=O)[O-])c1 | -6 | 0
COc1ccc(Br)cc1C1=N/C(=C/c2ccc(SC)cc2)C(=O)O1 | -1 | -2
O=C(O)C1Cc2[nH]cnc2C=N1 (centres undefined) | · | 23
CCC(C)c1ccc(OCCCN2CCN(C)CC2)cc1 (centres undefined) | -7 | 3
CCn1c(=O)c(N2CCC(NC(=O)NCC3CCCO3)CC2)nc2ccccc21 (centres undefined) | -6 | -5
CCOc1cc(C2CC(=O)Nc3c2c(C)nn3-c2nc3ccccc3s2)ccc1O (centres undefined) | -5 | 16
O=c1n(Cc2ccccc2)nc2n1-c1ccccc1SC2 | 25 | ·
c1ccc2c3c(ccc2c1)OCOc1ccc2ccccc2c1C3 | -4 | ·
Cc1nc(-c2ccc(C(=O)NC3CCCCC3)cc2)cs1 | 0 | -5
CCc1cc(C2CCCN2C(=O)Cc2cccc(OC)c2)on1 (centres undefined) | -2 | -3
COc1ccc2nc(N3CCC(C(=O)NCCCN4CC(C)CC(C)C4)CC3)sc2c1 (centres undefined) | -10 | 1
CC(C)CN1CCc2nc(N3CCOCC3)nc(Oc3ccccc3F)c2C1 | 0 | 22
CCN(CC)c1ccc(NC(=O)Nc2ccccc2)cc1 | -8 | ·
COc1cc(OC)cc(-c2c(Sc3ccccc3)c3cc(-c4cnc(OC)nc4)ccc3n2C)c1 | -8 | -15
Cc1cc(C)c(C#N)c(SC2CCCCC2=O)n1 (centres undefined) | 1 | 0
Cc1cc(C)c(NC(=O)Nc2ccc(Cl)cc2)c(C)c1 | -4 | -4
Cc1noc(C2CCCCN2CC(=O)Nc2nccs2)n1 (centres undefined) | -7 | -3
COc1ccccc1-c1nc(C2CCN(C(=O)Cc3cccc4ccccc34)CC2)no1 | -3 | 9
COCCn1c(SCC(=O)c2ccccc2)nc2c(c1=O)SC(C)C2 (centres undefined) | -1 | 8
COC(=O)c1ccc(S(=O)(=O)N2CC(c3nc4ccccc4[nH]3)C2)cc1 | -12 | 4
CCc1[nH]nc2c1C(c1ccc(F)cc1)C(C#N)=C(N)O2 (centres undefined) | -2 | 6
COc1ccc(CNC(=O)c2cn(C3CCCC3)c(=O)c3c2c2ccccc2n3C)cc1 | -2 | -3

Record cards, as listed above:
O=C(O)CCN1C(=O)C2C3CC(C2C1=O)C1C(c2ccc(O)cc2)c2sc(=O)[nH]c2SC31 (centres undefined) is entered as Pf apPOL block: 2; mHTT CaM bind: 10
COc1cc(C(=O)Nc2ccc(S(=O)(=O)Nc3nccs3)cc2)cc(OC)c1OC is entered as Pf apPOL block: -12; mHTT CaM bind: -1

Quoted at random: 4 compounds from above.
Compound | Pf apPOL block | mHTT CaM bind
CCn1c(=O)c(N2CCC(NC(=O)NCC3CCCO3)CC2)nc2ccccc21 (centres undefined) | -6 | -5
c1ccc2c3c(ccc2c1)OCOc1ccc2ccccc2c1C3 | -4 | ·
CS(=O)(=O)N1CCCC(C(=O)N2CC(=O)Nc3ccccc32)C1 (centres undefined) | -5 | -18
O=C(O)C1Cc2[nH]cnc2C=N1 (centres undefined) | · | 23

(list continues)
Compound | Pf apPOL block | mHTT CaM bind
CCN(CC)c1ncc2c(n1)CCC(C(=O)NCc1ccccc1)C2 (centres undefined) | -17 | 1
N#C/C(=C\C=C\c1ccccc1)c1nc2ccccc2c(=O)[nH]1 | 2 | 46
Cn1cc(CCN2CCN(S(=O)(=O)c3ccc(F)cc3)CC2)c2cccnc21 | -2 | 16
CCOc1ccc(C(=O)Nc2ccc(-c3nc4ncccc4o3)cc2)cc1Cl | 2 | 0
Cn1c(=O)[nH]c(=O)c2c1ncn2CCCNC1=NCCCCC1 | -6 | -8
CCn1c(C)nc2c1CN(CC(=O)NCCCN1CCCc3ccccc31)CC2 | 2 | 34
COc1ccc(OC)c(NC(=O)CN(c2cc(C)ccc2OC)S(C)(=O)=O)c1 | -5 | 16
CCCNC(=O)NC1CCN(c2nc3ccccc3n(CCC)c2=O)CC1 | 0 | 5
Cc1ccc(NC(=O)Cn2cccc2-c2nnc(C3CC3)o2)cc1C | 1 | 1
CC(C)CC(=O)N1CCC(CCOCc2ccccc2F)CC1 | -4 | 1
O=C(Nc1ccc2c(c1)OCO2)C1c2ccccc2C(=O)N2CCc3ccccc3C12 (centres undefined) | -2 | -4
CCCOc1ccc(C(=O)N2CCN(c3ccc(Cl)cc3[N+](=O)[O-])CC2)cc1 | 5 | 22
O=C(Nc1nnc(-c2ccccc2)o1)c1ccc(Cl)c(Cl)c1 | -2 | -1
CCCN1C(=O)S/C(=C\c2ccc(N3CCOCC3)o2)C1=O | 5 | 9
Cc1ccc(-n2cc(C3CCN(C(=O)c4cccc(C#N)c4)CC3)cn2)cc1 | -7 | 8
Cc1cccc(C(=O)n2cc(Br)cn2)c1 | 0 | -12
O=C(Nc1ncc(-c2ccccc2)s1)c1cc(=O)c2ccccc2o1 | -4 | 3
Cc1cccc(NC(=O)CSc2nc3c(cc2C#N)CCCCC3)c1 | 4 | -2
Cc1c(Br)c([N+](=O)[O-])nn1CC(=O)NC(C)C | 8 | -5
O=C(c1sc2cc([N+](=O)[O-])ccc2c1Cl)N1CCOCC1 | 0&-5 | 2&4
COc1cc(OC)c(NC(=O)c2sc3nc(C)n(C)c(=O)c3c2C)cc1Cl | -3 | 2
Cc1cccc(OCC(=O)N2CCCC(C)(C(=O)NCc3ccccc3)C2)c1 (centres undefined) | -1 | -3
CC1CN(C(=O)c2cnn(C)c2[N+](=O)[O-])CC(C)O1 (centres undefined) | -5 | ·
COc1ccc(C2=NC(C)(C)N(CC(=O)Nc3ccc(F)c(F)c3)C2=O)cc1 | -9 | -4
CCCNC(=O)c1n[nH]c2c1CN(C(=O)c1cc(C)cc(C)c1)CC2 | -4 | 9
CCCCCC(=O)Nc1ncc2c(n1)CC(c1ccc(OC)c(OC)c1)CC2=O (centres undefined) | -26 | 14
CCOc1cc(CN2CCC(O)CC2)ccc1OC | -11 | 3
CC(=O)N1c2ccc(S(=O)(=O)N3CCN(c4ccccn4)CC3)cc2CC1C (centres undefined) | 4 | 10
O=S(=O)(NCCSCc1ccco1)c1ccc(Cl)cc1 | -2&-2 | -6
COc1ccc(OC)c(C2C(C#N)=C(N)Oc3c2c(=O)[nH]c2ccccc32)c1 (centres undefined) | 0 | 1

Later entries
mol	Pf apPOL block	mHTT CaM bind
O=C(CN1CCCCC1c1nc(-c2cccs2)no1)NCc1ccc(Cl)cc1 (centres undefined)	-7	46
COc1cccc(C(=O)Nc2nccn(-c3ccc(Br)cc3)c2=O)c1	0	-5
COc1ccc(C(=O)Nc2nccn(-c3cc(C)cc(C)c3)c2=O)cc1	9	4
Cc1noc(-c2ccc(N3CCCC(C(=O)NC(C)c4ccco4)C3)nc2)n1 (centres undefined)	-3	17
COc1ccc(OC)c(CN2C(=O)CCC2(C)C(=O)NC2CCCCCCC2)c1 (centres undefined)	-12	8
O=C(Oc1ccc2c(c1)OC(=Cc1cccc(Br)c1)C2=O)c1ccco1	-2	12
Cc1nc2ccccc2nc1SC(C(=O)O)c1ccccc1 (centres undefined)	1	-7
CCCN(CCC)CCNS(=O)(=O)c1ccc(OCC)c2ncccc12	-4	3
Cc1cc(C)cc(C(=O)N2CCCC(C(=O)Nc3cccc(Br)c3)C2)c1 (centres undefined)	-2	-3
CCOC(=O)C1CCCN(C(=O)c2cnn(-c3cccc(F)c3)c2C(F)(F)F)C1 (centres undefined)	-1	-1
COc1cc(C=Nc2c(C)n(C)n(-c3ccccc3)c2=O)c([N+](=O)[O-])cc1OC	4	34
CS(=O)(=O)c1ccc(C(=O)O)s1	2	·
Cc1ccccc1-c1noc(C2CCCN2C(=O)Cc2cccs2)n1 (centres undefined)	-7	-6
Cc1ccc(N2C=C(C(=O)N3CCCCC3)S(=O)(=O)c3ccccc32)cc1	-1	2
CN(C)c1ccc(CNC(=O)c2cc3n(n2)CCCN(Cc2ccccc2)C3=O)cc1	-3	37
CC(c1ccccc1)n1cnc2c1c(=O)n(CC1CC1)c(=O)n2-c1ccccc1 (centres undefined)	2	12
Cc1oc2ccc(OCc3ccc(F)cc3)cc2c1C(=O)O	0	-4
COCCn1cc2c3c(cccc31)CN(C(=O)NCc1ccc(F)cc1)CC2	-1	25
COc1ccc(S(=O)(=O)Nc2c(C(C)C)cccc2C(C)C)cc1OC	-4	0
CN(C)CCNC(=O)c1cccc(N2CCNC(c3ccccc3)C2)n1 (centres undefined)	-10	0
Cc1ccc(-c2cc(C(=O)O)c3cc(Br)ccc3n2)o1	1	12
CN1C(=O)c2cccnc2Sc2cc(NC(=O)c3ccc(F)cc3F)ccc21	-5	25
CCN(CC)C(=O)Cn1cnc2sc(C(=O)N3CCN(c4ccccn4)CC3)c(C)c2c1=O	5	4
COc1cccc(NC(=O)N2CCN(c3ccc(Nc4cc(C)ccn4)nn3)CC2)c1	-7	99*
NC(=NOC(=O)c1csc([N+](=O)[O-])c1)c1ccccn1	-11	·
O=C(Cc1ccccc1)Nc1ccc(C(=O)NCC2CCCO2)cc1 (centres undefined)	1	-6
Cn1c(-c2ccccc2)nn(CN2CCN(C(c3ccccc3)c3ccccc3)CC2)c1=S	·	-2
Cc1c(C=O)c2ccccc2n1CC(=O)N1CCc2ccccc21	-6	1
CCN1c2ccc(F)cc2C(=O)NC12CCN(C(=O)c1ccc(F)c(F)c1)CC2	0	28
